Bioassay records deposited in PubChem BioAssay by several laboratories.
DNA FID counter: fluorescent intercalator displacement, NS3 helicase counter-screen | DNA fluorescent intercalator displacement, fluorescence | inhibition, % at 7.9 µM | hit rate 0.17% among 290,000; in the data active = inhibition above about 37%;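 note: 0% = vehicle and 100% = reference compound; higher means more ethidium bromide displaced from hairpin DNA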
MEKK2 WT-MEK5: raises or lowers MEK5 binding to wildtype human MEKK2 PB1 domain; bead flow cytometry, Alexa488-MEK5 binding to MEKK2 WT; actives lie on both sides; Q9Y2U5; hit rate 1.1% among 290,000; binding response (% of control), % at 10 µM; AID 1531; in the data active = binding response below about 67% or above about 130%
MEKK3 PB1 HTS: modulators (inhibitors or enhancers) of MEK5 binding to human MEKK3 PB1 domain; binding response (% of control), % at 10 µM; Q99759; bead-based flow cytometry, Alexa488-MEK5 binding to MEKK3; actives lie on both sides; 0 = blocked by unlabeled MEK5, 100 = vehicle; AID 1529; hit rate 1.4% among 290,000;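 active = binding response more than 3 SD above or below the average of its plate-row segment, actives on both sides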;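 note: Alexa488 bead fluorescence after subtracting the streptavidin-only scavenger bead signal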
Target sequence (Q99759 whole entry, looked up, the tested form may be a part): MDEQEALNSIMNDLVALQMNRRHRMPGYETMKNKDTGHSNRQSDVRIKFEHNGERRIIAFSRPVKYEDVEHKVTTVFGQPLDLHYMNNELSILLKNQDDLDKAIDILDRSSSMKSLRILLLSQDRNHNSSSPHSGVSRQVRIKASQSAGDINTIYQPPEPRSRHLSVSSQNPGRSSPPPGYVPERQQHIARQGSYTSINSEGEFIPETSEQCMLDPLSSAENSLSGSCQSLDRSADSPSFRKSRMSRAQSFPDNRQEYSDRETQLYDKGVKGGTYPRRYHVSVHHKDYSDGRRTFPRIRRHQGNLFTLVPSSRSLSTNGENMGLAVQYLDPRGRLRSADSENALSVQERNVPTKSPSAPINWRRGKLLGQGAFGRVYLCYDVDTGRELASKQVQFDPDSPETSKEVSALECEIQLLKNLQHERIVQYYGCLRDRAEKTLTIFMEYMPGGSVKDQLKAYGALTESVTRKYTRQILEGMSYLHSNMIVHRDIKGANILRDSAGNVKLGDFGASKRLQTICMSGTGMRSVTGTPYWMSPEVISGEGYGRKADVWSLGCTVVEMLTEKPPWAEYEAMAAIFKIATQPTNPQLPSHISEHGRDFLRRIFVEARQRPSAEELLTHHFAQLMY
GPR7 antagonist: antagonists of human GPR7 (neuropeptides B/W receptor 1) | P48145 | GPR7-expressing cells, fluorescence antagonist assay | inhibition, % at 4.4 µM | hit rate 1.1% among 290,000 | AID 1861; in the data active = inhibition above about 16%, passing the limit was not always enough;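 note: cells stimulated with the agonist NPW; 0% = agonist with vehicle and 100% = vehicle without agonist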
Target sequence (P48145 whole entry, looked up): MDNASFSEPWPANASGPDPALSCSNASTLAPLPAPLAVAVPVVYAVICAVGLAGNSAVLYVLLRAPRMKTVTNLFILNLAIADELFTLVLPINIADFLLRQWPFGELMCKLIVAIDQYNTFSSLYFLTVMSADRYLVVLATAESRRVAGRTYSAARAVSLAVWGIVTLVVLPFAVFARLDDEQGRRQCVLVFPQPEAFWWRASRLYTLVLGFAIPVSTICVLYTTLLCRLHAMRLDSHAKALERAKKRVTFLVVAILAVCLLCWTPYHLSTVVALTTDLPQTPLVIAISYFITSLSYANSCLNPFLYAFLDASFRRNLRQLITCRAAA
PfM18AAP inh: PfM18AAP enzyme inhibition. recombinant PfM18AAP, H-Glu-NHMec fluorogenic cleavage. inhibition, % at 7.35 µM. hit rate 1.2% among 290,000;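 active = inhibition above the campaign mean inhibition over all tested compounds plus 3 SD, cut at about 28% in these data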;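 note: 0% = plate median of test compound wells and 100% = 2 mM ZnCl2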
MEKK2mut PB1 HTS: signal of MEK5 binding to mutant human MEKK2 PB1 domain. bead flow cytometry, Alexa488-MEK5 binding to MEKK2 mutant. percent response, % at 10 µM. hit rate 0.35% among 290,000. AID 1530; in the data active = percent response above about 24%, passing the limit was not always enough; note: inactives centre near 1; some results filed as inactive read as strong as hits; reference of the scale not given here
NALP1 inh: NALP1 inhibition; S. cerevisiae NALP1/ASC/caspase-1 growth, X-gal OD620, 72 h; inhibition, % at 10 µM; hit rate 0.61% among 280,000; in the data active = inhibition mostly above about 24%, no sharp cut-off; inactive = mostly below about 32%; note: some compounds called inactive have numbers as strong as hits
PHOSPHO1 block: PHOSPHO1 (human) inhibition | hit rate 1.1% among 290,000 | Q8TCT1 | AID 1565 | inhibition, % at 13.3 µM | recombinant PHOSPHO1, absorbance phosphatase assay; in the data active = inhibition above about 60%
OXTR agonist: agonists of human oxytocin receptor; P30559; CHO-OTR cells, Fluo-8 calcium fluorescence; normalized: DMSO 0%, oxytocin 100%; activation, % at 3 µM; hit rate 0.32% among 320,000;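 active = activation above the mean of all tested compounds plus 3 SD, cutoff set per screening run, cut at about 20% in these data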;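 note: peak over basal fluorescence ratio from a 100 s FLIPR kinetic read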
* = called active by the depositor; · = no result given; & = joins results of further samples; [ ] = dose if it differs, or a comment. An excerpt; the hit share may differ from the screen's.

Below each compound – DNA FID counter | MEKK2 WT-MEK5 | MEKK3 PB1 HTS | GPR7 antagonist | PfM18AAP inh | MEKK2mut PB1 HTS | NALP1 inh | PHOSPHO1 block | OXTR agonist
1) COC(=O)OCC12CCC(O1)C1(C)C(=O)OCC21 (stereo not drawn)
→ -3.8 | 89.0 | 67.0 | -9.3 | -1.7 | -2.0 | 14.1 | -16.3 | 0.9
2) CN1CCC2(O)OCCCC2C1 (stereo not drawn)
→ -2.9 | 90.0 | 93.0 | -11.3 | -1.1 | 11.0 | 9.0 | 43.0 | 0.3
3) Cc1ccc(Oc2cc(NN3CCCCC3)c([N+](=O)[O-])cc2[N+](=O)[O-])c([N+](=O)[O-])c1
→ 5.5 | 98.0 | 103.0 | -11.7 | 2.1 | 3.0 | 8.2 | -13.0 | -0.9
4) O=C1C2CCN(CC2)C1Cc1ccc(OCCOc2ccccc2)cc1 (stereo not drawn)
→ 8.0 | 102.0 | 100.0 | -3.2 | 6.9 | 9.0 | 22.6 | 11.4 | 7.5
5) O=c1c2ccccc2nc(/C=C/c2ccc(O)cc2)n1-c1ccccc1O
→ -17.8 | 88.0 | 92.0 | -4.5 | 4.6 | -6.0 | -4.2 | -5.9 | 3.8
6) C=CCN1C(=O)CSc2ccc(C(=O)N3CCC4(CC3)OCCO4)cc21
→ -10.5 | 103.0 | 102.0 | -10.0 | -7.9 | 2.0 | 12.5 | 11.4 | 0.4
7) C=CCN1C(=O)NC(=O)/C(=C/c2ccc(OC)c(CSc3ccccn3)c2)C1=O
→ -6.2 | 80.0 | 80.0*[inhibitor] | 4.0 | 4.2 | -20.0 | 17.1 | 40.7 | -1.8
8) COc1ccc(CCC(C)NCCc2ccccc2)cc1 (stereo not drawn)
→ 8.7 | 105.0 | 100.0 | -1.8 | 5.3 | 9.0 | 24.0 | -0.5 | 3.9
9) CN1C(=O)C(=Cc2coc3ccccc3c2=O)C(=O)N(C)C1=O
→ -4.6 | 97.0 | 99.0 | -2.4 | -3.5 | 1.0 | 5.7 | 28.5 | 1.4
10) COc1cccc(N2C(=O)/C(=C/c3ccc(C)o3)C(=O)NC2=S)c1
→ -16.6 | 99.0 | 104.0 | 5.0 | 11.1 | 0.0 | 3.8 | 1.1 | 1.0
11) Cc1cc(/C=C2\C(=O)NC(=O)N(c3ccc(Cl)cc3)C2=O)c(C)n1-c1cccc(C(=O)O)c1
→ -21.6 | 107.0 | 105.0 | 2.9 | 11.6 | 9.0 | 13.3 | 32.6 | 0.7
12) O=C1NC(=O)N(c2ccccc2)C(=O)/C1=C/c1ccc2c(c1)Cc1ccccc1-2
→ -6.0 | 86.0 | 100.0 | -10.3 | 9.5 | -5.0 | 27.6 | -24.1 | -1.4
13) COP(=O)(OC)C1(Nc2ccc(C)cc2)CCCCC1
→ -4.2 | 102.0 | 99.0 | 13.9 | 4.2 | 4.0 | 22.2 | 9.4 | -0.6
14) CCNc1nc(Cl)nc(NC(C)C)n1
→ -4.8 | 103.0 | 104.0 | -11.3 | -14.5 | -1.0 | -2.2 | 21.1 | -0.5
15) CC(=O)O[C@@H]1/C=C/[C@](C)(O)C[C@@H](C)C/C=C/[C@H]2[C@@H]3O[C@]3(C)[C@@H](C)[C@H]3[C@H](Cc4ccccc4)NC(=O)[C@@]312
→ · | 99.0 | 100.0 | · | · | 1.0 | · | · | 4.2
16) COc1ccccc1OC(=O)c1ccc(C)c(S(=O)(=O)N2CCOCC2)c1
→ -33.6 | 99.0 | 99.0 | -3.0 | 1.1 | 5.0 | -19.9 | 35.0 | 0.8
17) CCOP(=O)(Cc1ccc(C(=O)CC)o1)OCC
→ -7.3 | 105.0 | 101.0 | -16.1 | -3.0 | -4.0 | -1.8 | 24.0 | 0.9
18) COC(=O)C1=C(c2ccccc2)C[C@@H]2CC[C@H]1N2C(=O)NCc1ccccc1
→ · | 101.0 | 106.0 | · | · | -1.0 | · | · | -1.4
19) CCN1C(=O)C(=Cc2c(C)n(CC(=O)NCC3CCCO3)c3ccccc23)C(=O)N(CC)C1=S (stereo not drawn)
→ -15.0 | 104.0 | 102.0 | -15.8 | 4.3 | 6.0 | 26.3 | 18.5 | 1.2
20) Cc1ccccc1C1=NCC(=O)N(CC(=O)NCc2ccco2)c2sc3c(c21)CCCC3
→ -38.6 | 99.0 | 106.0 | -8.1 | -0.7 | 4.0 | 14.8 | -33.6 | -1.5
21) COc1ccc(Oc2c(C)oc3cc(OC(=O)N(C)C)ccc3c2=O)cc1
→ -26.8 | 102.0 | 101.0 | -47.7 | -2.1 | 2.0 | 16.0 | 11.4 | 0.8
22) Cc1ccc(S(=O)(=O)NCCC(=O)Nc2ccc(Cl)cc2C(=O)c2ccccc2)cc1
→ -26.7 | 88.0 | 88.0 | -2.6 | 2.6 | -2.0 | 26.5 | 1.8 | -2.5
23) COc1ccc(C2SCC(=O)Nc3c2c(=O)[nH]n3C2CCCCC2)cc1 (stereo not drawn)
→ -6.0 | 93.0 | 99.0 | -8.4 | 5.9 | -4.0 | -14.9 | 5.2 | -0.1
24) C=Cn1ccnc1P(=S)(c1ccccc1)c1nccn1C=C
→ -4.3 | 98.0 | 100.0 | -7.2 | 3.6 | 0.0 | -6.5 | 21.0 | 1.2
25) C=CCN1CC[C@]23c4c5ccc(O)c4O[C@H]2/C(=N/NC(=O)c2ccccc2)CC[C@@]3(O)[C@H]1C5
→ · | 107.0 | 106.0 | · | · | 1.0 | · | · | 0.2
26) O=C1/C(=C\c2ccccc2)C2OCC=C3CN4CCC56c7ccccc7N1C5C2C3CC46 (stereo not drawn)
→ 20.2 | 106.0 | 93.0 | 13.5 | 3.4 | 2.0 | 0.1 | 34.0 | 20.1*
27) O=[N+]([O-])c1cc([As](=O)(O)c2ccc(O)c([N+](=O)[O-])c2)ccc1O
→ 3.1 | 100.0 | 97.0 | -12.5 | 6.2 | 10.0 | 13.2 | 15.9 | 1.4
28) O=C(O)c1c[nH]c2ccc(S(=O)(=O)N(CCCl)CCCl)cc12
→ -1.3 | 95.0 | 95.0 | 7.7 | -6.7 | -1.0 | 40.2* | 17.1 | 0.5
29) c1ccc(CCNCc2cccnc2)cc1
→ 6.3 | 101.0 | 102.0 | -4.4 | 5.1 | -2.0 | 8.4 | 20.1 | 0.0
30) O=c1[nH]c(=O)n(CCc2ccccc2)c(O)c1C=NCCN1CCNCC1
→ 0.4 | · | · | -4.5 | -4.5 | · | -5.6 | 6.8 | 0.1

Among those listed so far, these contain a Cl atom.
Below each compound – DNA FID counter | MEKK2 WT-MEK5 | MEKK3 PB1 HTS | GPR7 antagonist | PfM18AAP inh | MEKK2mut PB1 HTS | NALP1 inh | PHOSPHO1 block | OXTR agonist
11) Cc1cc(/C=C2\C(=O)NC(=O)N(c3ccc(Cl)cc3)C2=O)c(C)n1-c1cccc(C(=O)O)c1
→ -21.6 | 107.0 | 105.0 | 2.9 | 11.6 | 9.0 | 13.3 | 32.6 | 0.7
14) CCNc1nc(Cl)nc(NC(C)C)n1
→ -4.8 | 103.0 | 104.0 | -11.3 | -14.5 | -1.0 | -2.2 | 21.1 | -0.5
22) Cc1ccc(S(=O)(=O)NCCC(=O)Nc2ccc(Cl)cc2C(=O)c2ccccc2)cc1
→ -26.7 | 88.0 | 88.0 | -2.6 | 2.6 | -2.0 | 26.5 | 1.8 | -2.5
28) O=C(O)c1c[nH]c2ccc(S(=O)(=O)N(CCCl)CCCl)cc12
→ -1.3 | 95.0 | 95.0 | 7.7 | -6.7 | -1.0 | 40.2* | 17.1 | 0.5

The listing continues.
Below each compound – DNA FID counter | MEKK2 WT-MEK5 | MEKK3 PB1 HTS | GPR7 antagonist | PfM18AAP inh | MEKK2mut PB1 HTS | NALP1 inh | PHOSPHO1 block | OXTR agonist
31) Cc1cc(OC(=O)c2cccs2)c2c3c(c(=O)oc2c1)CCCC3
→ -7.2 | 108.0 | 151.0* | -10.2 | 0.1 | 0.0 | 12.1 | -9.4 | -0.6
32) COC(=O)C1=C(c2cc3ccccc3s2)C[C@@H]2CC[C@H]1N2C(=O)NCc1ccc(F)cc1
→ · | 99.0 | 104.0 | · | · | 2.0 | · | · | -1.7
33) CC1CC(OC(=O)c2ccccc2)(c2ccccc2)C(C)CN1C (stereo not drawn)
→ 10.4 | 106.0 | 101.0 | 2.7 | -11.1 | 12.0 | 33.3* | 5.5 | 1.0
34) CN1CC=C2C(C#N)=C(N)C(C#N)(C#N)C(c3ccncc3)C2C1 (stereo not drawn)
→ -0.8 | 94.0 | 93.0 | -10.2 | 3.7 | -12.0 | -1.1 | 20.1 | 2.4
35) O=c1[nH]c(=S)n(CCC2=CCCCC2)c(O)c1C=NCCCn1ccnc1
→ -0.3 | 103.0 | 101.0 | 1.4 | 0.6 | 3.0 | -2.2 | 24.1 | -0.5
36) CN1C2CCC1C(COC(=O)c1ccccc1)C(O)C2 (stereo not drawn)
→ -1.3 | 109.0 | 107.0 | -6.7 | -3.0 | 5.0 | 9.6 | 29.8 | 1.2
37) N#CC1=C(N)Oc2c(c(=O)sc3ccccc23)C1c1cccnc1 (stereo not drawn)
→ 2.5 | 99.0 | 87.0 | 13.8 | -2.0 | -2.0 | 12.3 | 8.4 | -0.3
38) CCN(CC)C(=O)c1ccc(NC(=O)c2cc(-n3cnnc3)ccc2Cl)cc1
→ -21.9 | 102.0 | 103.0 | -1.9 | 4.9 | 0.0 | -14.1 | -24.6 | 1.0
39) CCc1ccc(CN2CCCC(C(=O)c3sccc3C)C2)o1 (stereo not drawn)
→ 0.8 | 98.0 | 103.0 | -10.6 | -8.1 | -1.0 | 2.6 | 32.2 | -0.6
40) Cc1ccc(N2C(=O)/C(=C/c3ccc(CN(CCC#N)S(C)(=O)=O)o3)C(=O)NC2=S)cc1C
→ -18.9 | 101.0 | 107.0 | -0.3 | 11.4 | 7.0 | -8.6 | -56.3 | 1.9
41) O=C(CN1CCCC1=O)Nc1ccccc1
→ -0.5 | 109.0 | 107.0 | -3.2 | -11.9 | 9.0 | 8.9 | 7.2 | -0.7
42) CCOc1cc(C(=O)N2CCC3(CC2)OCCO3)cc(OCC)c1OCC
→ -27.9 | 107.0 | 109.0 | -5.6 | 0.5 | 4.0 | 21.2 | 28.1 | 0.3
43) COc1ccc(C(=O)c2nc3ccccc3n2C(C)C)cc1OC
→ -37.4 | 104.0 | 106.0 | -2.4 | -0.5 | 8.0 | 8.0 | 31.6 | -2.5
44) C[C@H]1CC[C@@H]2[C@@H](C)[C@H]3[C@H](C[C@H]4[C@@H]5CC=C6C[C@@H](O[C@@H]7O[C@H](CO)[C@H](O)[C@H](O[C@@H]8O[C@H](CO)[C@@H](O)[C@H](O)[C@H]8O)[C@H]7O[C@@H]7O[C@@H](C)[C@H](O)[C@@H](O)[C@H]7O)CC[C@]6(C)[C@H]5CC[C@]34C)N2C1
→ -1.6 | 107.0&97.0 | 101.0&100.0 | -4.0 | -1.1 | 0.0&-2.0 | 12.3 | -11.6 | 1.1
45) COC(=O)C(O)(c1c(C)[nH]n(-c2ccccc2)c1=O)C(F)(F)F (stereo not drawn)
→ -3.6 | 108.0 | 107.0 | -11.7 | 16.2 | 1.0 | 3.1 | 20.8 | -0.2
46) CC(C)c1ccc(OCC(=O)N2CCCN(C)CC2)cc1
→ 0.9 | 107.0 | 103.0 | -7.6 | 4.0 | 6.0 | 3.6 | 28.0 | 0.1
47) CN1CCN(c2ccc3nccnc3c2)CC1
→ -0.1 | 104.0 | 100.0 | -1.3 | 4.4 | -1.0 | 8.1 | 27.7 | 0.6
48) CCN1CCN(c2ccc([N+](=O)[O-])cc2C=C2C(=O)NC(=O)NC2=O)CC1
→ 4.6 | 97.0 | 98.0 | -1.6 | 4.5 | -2.0 | 43.6 | 3.9 | 0.7
49) COc1cc2c(cc1OC)CC[N+](C)=C2
→ 0.4 | 104.0 | 103.0 | -11.2 | 2.9 | 1.0 | 0.0 | 23.7 | 1.1
50) Cc1oc(-c2cccs2)nc1CSCC(=O)N1CCC2(CC1)OCCO2
→ -27.6 | 101.0 | 97.0 | -5.1 | -7.4 | 0.0 | -1.6 | 16.0 | 1.7
